# High-throughput results: PubChem, several laboratories
# FID counter: fluorescent intercalator displacement, NS3 helicase counter-screen. DNA fluorescent intercalator displacement, fluorescence. inhibition, % at 7.9 µM. 290,000 tested, 0.17% active. AID 1845; in the data active means inhibition above about 37%;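 further: 0% = vehicle and 100% = reference compound; higher means more ethidium bromide displaced from hairpin DNA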
# MEKK2wt PB1 HTS: raises or lowers MEK5 binding to wildtype human MEKK2 PB1 domain | bead flow cytometry, Alexa488-MEK5 binding to MEKK2 WT; actives lie on both sides | binding response (% of control), % at 10 µM | 290,000 tested, 1.1% active; in the data active means binding response below about 67% or above about 130%
# PHOSPHO1 inh: inhibitors of human PHOSPHO1 phosphatase. Q8TCT1. recombinant PHOSPHO1, absorbance phosphatase assay. inhibition, % at 13.3 µM. 290,000 tested, 1.1% active. AID 1565; in the data active means inhibition above about 60%
# Target sequence (Q8TCT1 whole entry, looked up): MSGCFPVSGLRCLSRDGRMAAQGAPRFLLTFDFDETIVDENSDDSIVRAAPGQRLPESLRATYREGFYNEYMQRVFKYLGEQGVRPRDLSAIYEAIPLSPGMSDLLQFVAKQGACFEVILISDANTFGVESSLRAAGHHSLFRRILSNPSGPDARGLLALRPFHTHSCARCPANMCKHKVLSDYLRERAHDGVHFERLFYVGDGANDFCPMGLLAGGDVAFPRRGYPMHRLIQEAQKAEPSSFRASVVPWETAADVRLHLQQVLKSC
# OXTR agonist: activates the human oxytocin receptor; P30559; CHO-OTR cells, Fluo-8 calcium fluorescence; normalized: DMSO 0%, oxytocin 100%; activation, % at 3 µM; 320,000 tested, 0.32% active; AID 2435;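 active means activation above the mean of all tested compounds plus 3 SD, cutoff set per screening run, cut at about 20% in these data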;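 further: peak over basal fluorescence ratio from a 100 s FLIPR kinetic read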
# Target sequence (P30559 whole entry, looked up): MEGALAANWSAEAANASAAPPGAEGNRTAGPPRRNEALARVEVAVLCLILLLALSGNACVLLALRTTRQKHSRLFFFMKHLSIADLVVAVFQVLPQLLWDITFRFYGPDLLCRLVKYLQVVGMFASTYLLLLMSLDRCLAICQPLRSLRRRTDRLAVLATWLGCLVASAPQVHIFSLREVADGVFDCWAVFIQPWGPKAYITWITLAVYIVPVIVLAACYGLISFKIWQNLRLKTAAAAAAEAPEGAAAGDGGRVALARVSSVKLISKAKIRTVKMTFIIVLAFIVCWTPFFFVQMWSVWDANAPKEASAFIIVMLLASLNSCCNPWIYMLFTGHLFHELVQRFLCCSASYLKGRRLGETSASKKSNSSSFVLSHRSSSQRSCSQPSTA
# NALP1 inh: NALP1 inhibition; S. cerevisiae NALP1/ASC/caspase-1 growth, X-gal OD620, 72 h; inhibition, % at 10 µM; 280,000 tested, 0.61% active; in the data active means inhibition mostly above about 24%, no sharp cut-off; inactive means mostly below about 32%; further: some compounds called inactive have numbers as strong as hits
# MEKK2 mut-MEK5: signal of MEK5 binding to mutant human MEKK2 PB1 domain; bead flow cytometry, Alexa488-MEK5 binding to MEKK2 mutant; percent response, % at 10 µM; 290,000 tested, 0.35% active; AID 1530; in the data active means percent response above about 24%, passing the limit was not always enough; further: inactives centre near 1; some results filed as inactive read as strong as hits; reference of the scale not given here
# M18AAP inhibitor: blocks P. falciparum M18 aspartyl aminopeptidase | recombinant PfM18AAP, H-Glu-NHMec fluorogenic cleavage | inhibition, % at 7.35 µM | 290,000 tested, 1.2% active | AID 1822;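 active means inhibition above the campaign mean inhibition over all tested compounds plus 3 SD, cut at about 28% in these data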;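 further: 0% = plate median of test compound wells and 100% = 2 mM ZnCl2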
# GPR7 antagonist: human neuropeptides B/W receptor 1 antagonism | P48145 | GPR7-expressing cells, fluorescence antagonist assay | inhibition, % at 4.4 µM | 290,000 tested, 1.1% active | AID 1861; in the data active means inhibition above about 16%, passing the limit was not always enough;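 further: cells stimulated with the agonist NPW; 0% = agonist with vehicle and 100% = vehicle without agonist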
# Target sequence (P48145 whole entry, looked up): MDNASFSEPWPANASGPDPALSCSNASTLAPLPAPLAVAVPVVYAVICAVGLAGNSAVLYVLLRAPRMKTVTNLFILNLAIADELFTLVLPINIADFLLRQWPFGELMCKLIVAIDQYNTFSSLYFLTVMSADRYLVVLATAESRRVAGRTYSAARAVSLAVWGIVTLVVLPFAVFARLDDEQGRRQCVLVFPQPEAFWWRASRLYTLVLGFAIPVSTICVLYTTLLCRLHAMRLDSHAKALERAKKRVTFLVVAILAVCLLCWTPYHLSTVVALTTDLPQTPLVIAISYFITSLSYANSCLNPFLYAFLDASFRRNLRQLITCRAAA
# MEKK3 PB1 HTS: modulators (inhibitors or enhancers) of MEK5 binding to human MEKK3 PB1 domain. Q99759. bead-based flow cytometry, Alexa488-MEK5 binding to MEKK3; actives lie on both sides; 0 = blocked by unlabeled MEK5, 100 = vehicle. 290,000 tested, 1.4% active. AID 1529. binding response (% of control), % at 10 µM;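 active means binding response more than 3 SD above or below the average of its plate-row segment, actives on both sides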;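 further: Alexa488 bead fluorescence after subtracting the streptavidin-only scavenger bead signal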
# Numbers without * were called inactive; nt = not tested or not shown.
SMILES,FID counter,MEKK2wt PB1 HTS,PHOSPHO1 inh,OXTR agonist,NALP1 inh,MEKK2 mut-MEK5,M18AAP inhibitor,GPR7 antagonist,MEKK3 PB1 HTS
CCCCNC(=O)NCC(=O)Nc1ccc(F)c(F)c1,4,103,-51,-0.9,-7,9,4,6,101
COc1ccc(NC(=O)CN(c2ccc(OC)cc2)S(=O)(=O)c2c(C)nn(C)c2C)cc1,-36,99,1,0.7,6,-1,-5,-10,101
COc1ccc(-c2cc(C)no2)cc1S(=O)(=O)N1CCCCC1,-35,102,32,-1.3,17,2,-6,2,102
S=C(NC1CCCCC1)N1CCn2cccc2C1c1ccncc1 (stereo unspecified),7,92,-2,-0.8,-2,-7,-10,5,93
O=C(c1cccs1)N1CCCC(c2nc3c(nnn3Cc3ccccc3)c(=O)[nH]2)C1 (stereo unspecified),-33,93,38,-0.3,nt,1,-4,-18,94
CC(=O)NCCn1c(C)cc2ccccc21,nt,106,-2,0.4,nt,5,nt,nt,101
CCOC(=O)CNC(c1ccccc1)c1cc(Br)ccc1NC(C)=O (stereo unspecified),17,101,45,2.4,6,-5,2,36*,103
Cc1cc(C(=O)Nc2ccc(S(=O)(=O)Nc3nccs3)cc2)c(C)o1,-1,114,10,-0.1,20,11,5,-10,107
O=C(Nc1ccc(Cl)cn1)c1cc2ccccc2o1,-4,101,-31,-1.7,-1,4,8,-2,98
CC(=S)/C=C1\Sc2ccccc2N1C,-5,82,51,-1.5,4,-7,37*,-11,88

# 5 entries already listed, ordered by number of heavy atoms, descending.
SMILES,FID counter,MEKK2wt PB1 HTS,PHOSPHO1 inh,OXTR agonist,NALP1 inh,MEKK2 mut-MEK5,M18AAP inhibitor,GPR7 antagonist,MEKK3 PB1 HTS
COc1ccc(NC(=O)CN(c2ccc(OC)cc2)S(=O)(=O)c2c(C)nn(C)c2C)cc1,-36,99,1,0.7,6,-1,-5,-10,101
Cc1cc(C(=O)Nc2ccc(S(=O)(=O)Nc3nccs3)cc2)c(C)o1,-1,114,10,-0.1,20,11,5,-10,107
COc1ccc(-c2cc(C)no2)cc1S(=O)(=O)N1CCCCC1,-35,102,32,-1.3,17,2,-6,2,102
CC(=O)NCCn1c(C)cc2ccccc21,nt,106,-2,0.4,nt,5,nt,nt,101
CC(=S)/C=C1\Sc2ccccc2N1C,-5,82,51,-1.5,4,-7,37*,-11,88

# Continued:
SMILES,FID counter,MEKK2wt PB1 HTS,PHOSPHO1 inh,OXTR agonist,NALP1 inh,MEKK2 mut-MEK5,M18AAP inhibitor,GPR7 antagonist,MEKK3 PB1 HTS
COc1ccc(NS(=O)(=O)c2ccc3oc(=S)[nH]c3c2)cc1,-8,87,40,0.0,-11,-18,1,-20,79
COc1cc(-c2cn[nH]c2N)cc(OC)c1OC,-13,94,4,0.1,5,-1,-3,-7,96
COc1cccc(N2CCN(C(=O)Nc3ccccc3Cl)CC2)c1,-9,100,48,-0.1,-6,-1,1,-4,101
Nc1ccc(Nc2nc(-c3ccncc3)cs2)cc1,-4,103,81*,0.1,14,1,-7,-9,104
Clc1ccccc1/C=C/c1nc(-c2cccnc2)no1,-3,102,13,-2.4,nt,0,0,-4,104
CC(=O)NC(Cc1c[nH]c2ccccc12)C(=O)OCC(=O)Nc1cc(C)on1 (stereo unspecified),0,109,-2,1.0,28,4,-9,3,111
O=C(Cn1ncc2c3ccccc3n(Cc3cccc(Cl)c3)c2c1=O)NCc1ccccn1,-46,104,38,1.6,-16,3,5,-9,105
COc1ccc(-n2nc3c(c2NC(=O)Cc2cccc(C)c2)CS(=O)C3)cc1 (stereo unspecified),-16,106,-11,-0.6,4,10,2,-7,106
C=C(C)COc1ccc(-c2nc(N)ncc2-c2ccc(Br)cc2)c(O)c1,-11,99,40,-1.9,-1,3,1,-25,104
CCn1c(CSCc2c(Cl)cccc2Cl)n[nH]c1=S,-17,83,-13,0.8,6,-8,15,19,76
Cc1cc(OCC(O)CN2CCCC2)ccc1C(C)C (stereo unspecified),8,126,20,nt,21,11,-2,-8,103
CNc1oc(C)nc1S(=O)(=O)c1ccccc1,-2,98,6,0.7,5,1,0,-7,100
Cc1noc(/C=C/N(C)C)c1S(=O)(=O)N1CCC(C(=O)NC(C)(C)C)CC1,-40,106,44,-0.4,-6,4,-6,-14,100
CCCCCCCC1CC(CSC(=N)N)OC1=O (stereo unspecified),10,114,-1,6.0,-4,12,-1,-1,111
CCOc1ccccc1-n1c(SCC(=O)NC2CCCC2)nnc1-c1ccoc1C,-38,104,17,-1.6,31,5,-2,3,102
COCC1CCN(C(=O)C2CCC(=O)N(CCc3ccc(Cl)cc3)C2)CC1 (stereo unspecified),-32,101,20,-1.9,2,2,-5,3,103
O=C(Nc1ccccc1C(F)(F)F)N1CCCC1c1cccnc1 (stereo unspecified),-5,110,47,-1.9,1,8,1,-7,108
CC(=O)Nc1ccc(S(=O)(=O)NC2CCS(=O)(=O)C2)cc1Cl (stereo unspecified),2,101,46,-0.5,15,4,2,-12,103
CCCCOc1cc(C)nc(NCc2ccccc2)n1,0,94,-4,-2.2,3,-2,5,-5,90
COC1CCCN(C(=O)c2ccc(OC3CCN(CCc4ccccc4)CC3)cc2)C1 (stereo unspecified),17,98,-12,2.0,-3,-2,-21,0,101
CCCCn1c(-c2ccc(Cl)cc2)nc2c(=O)n(C)c(=O)[nH]c21,-3,102,-7,nt,7,4,-3,-7,104
C#Cc1ccc([C@@H]2C=C(C(=O)N3CCOCC3)O[C@H](OCC)[C@H]2CCCO)cc1,-22,105,44,-1.6,-10,5,4,-1,102
Cc1ccc([N+](=O)[O-])cc1-c1ccc(/C=C(\C#N)c2[nH]nc(N)c2C#N)o1,7,86,6,-0.4,17,-3,5,-5,92
O=C(CCCc1ccccc1)Nc1ccc2c(c1)OCCO2,-18,106,-30,-1.7,8,-3,-3,5,108
COc1ccc(/C=N/Nc2nc(C)nc(N)n2)cc1,20,109,38,0.0,14,9,4,-9,107
CCCN1CCc2c(sc(NC(=O)c3ccc(S(=O)(=O)N4CCCC4)cc3)c2C(N)=O)C1,-9,106,13,5.7,-3,4,4,-7,105
O=C(NC(NC(=S)Nc1ccc(Cl)c(Cl)c1)C(Cl)(Cl)Cl)c1ccco1 (stereo unspecified),-6,101,-14,8.9,8,2,-11,-6,107
C=CCn1c(CCCNC(=O)c2ccccc2OC)nc2ccccc21,-12,107,8,-0.1,-26,-2,7,-5,114
CCN(CC)CCCN1C=C2C(=O)C(C)(OC(=O)CCC(=O)OC)C(=O)C(Br)=C2C=C1c1ccc(OC)cc1 (stereo unspecified),nt,99,nt,2.2,nt,3,nt,nt,95
CCOC(=O)c1ccc(NC(=O)CSc2ccc(-c3cccnc3)nn2)cc1,-16,89,1,1.0,6,-10,-11,-7,95
CCCS(=O)(=O)N1CCN(C(=O)c2cccc(OC)c2)CC1,-3,105,1,0.4,27,4,-7,1,114
O=C(Nc1cccn(Cc2c(Cl)cccc2Cl)c1=O)c1ccc(Cl)cc1,0,92,40,-0.4,10,-8,-3,2,94
CCOc1ccc(CC2CCC(=O)NC2=O)cc1 (stereo unspecified),0,108,6,-1.2,25,0,0,3,108
CC1CCN(c2nc3ccccc3nc2C(C#N)C(=O)OC2CCCCC2)CC1 (stereo unspecified),2,94,5,0.0,20,1,0,-12,101
CN(C)S(=O)(=O)Nc1ccc(C(=O)O)cc1,0,98,-69,2.0,5,-5,2,-7,97
O=C(NC1CCCCCC1)C1CCN(S(=O)(=O)c2ccc(F)cc2)CC1,-11,100,-1,2.1,14,1,-1,-1,100
O=C1c2cccc3c([N+](=O)[O-])ccc(c23)C(=O)N1CCc1ccccn1,0,109,32,-0.3,nt,12,2,-21,108
O=C(O)CN1C(=O)CC(c2ccccc2)CC1=O,-7,108,nt,1.5,18,2,-14,1,103
O=C(NCc1ccccc1)NC(=O)c1ccccc1F,-10,100,16,-0.7,0,0,-7,2,99
O=C(NCCN1CCOCC1)c1ccc2c(c1)N(Cc1ccccc1F)C(=O)CS2,6,nt,27,-1.1,10,nt,-2,0,nt
O=C(C1CCCN(S(=O)(=O)c2cccs2)C1)N1CCN(C2CCCCC2)CC1 (stereo unspecified),-2,106,-27,1.0,-10,2,0,-12,103
NC(=O)c1ccc(-c2ccc(Br)cc2)o1,-3,106,9,-0.6,6,5,-11,4,106
Cc1c(OCC(=O)N2CCN(c3ccccc3)CC2)ccc2c3c(c(=O)oc12)CCCC3,-9,102,22,0.4,5,4,-9,-18,102
CCOc1ccc(CN2CCN(Cc3ccc(C)o3)CC2CCO)cc1 (stereo unspecified),1,86,45,0.4,2,-6,6,-4,81
O=C(CCCCCN1C(=O)C2C3C=CC(C3)C2C1=O)Nc1nccs1 (stereo unspecified),-11,100,-7,0.7,14,4,-10,4,99
CCN1CC(CN(C)Cc2cn(-c3ccc(C)cc3)nc2-c2ccc(F)cc2)CC1=O (stereo unspecified),8,88,11,-1.8,1,-10,-6,-3,95
CC1CN(C(=O)COC(=O)c2ccccc2O)CC(C)O1 (stereo unspecified),-3,104,42,0.8,-3,0,-4,-17,102
CC(=O)CSc1ncnc2scc(-c3ccc(F)cc3)c12,-13,92,22,-2.0,1,-9,7,-1,87
O=c1c2[nH]c3ccccc3c2nc2n1CCS2,2,93,-27,-1.0,9,-6,3,-1,98
O=C1c2ccccc2C(=O)N1OS(=O)(=O)c1ccc(F)cc1,5,95,26,0.9,16,0,4,-3,96

# Next part
SMILES,FID counter,MEKK2wt PB1 HTS,PHOSPHO1 inh,OXTR agonist,NALP1 inh,MEKK2 mut-MEK5,M18AAP inhibitor,GPR7 antagonist,MEKK3 PB1 HTS
CCN1CCCC1CNC(=O)c1ccc2c(c1)N(Cc1ccccc1F)C(=O)c1ccccc1S2(=O)=O (stereo unspecified),27,118,50,1.2,2,4,4,5,99
Cc1ccc(NNC(=O)c2cccs2)cc1Cl,-4,101,-6,0.3,16,7,29*,-11,104
CCOC(=O)CC(NC(C)=O)c1ccc([N+](=O)[O-])cc1 (stereo unspecified),3,98,-2,0.1,28,-3,-13,-3,101
O=S(=O)(NCC(c1cccnc1)N1CCN(Cc2ccccc2)CC1)c1cc(F)ccc1F (stereo unspecified),2,120,71*,1.4,7,13,4,0,106
NNC(=O)c1cccc(Cn2cc(Br)c([N+](=O)[O-])n2)c1,-7,92,33,0.0,nt,-6,2,-16,98
CC(=O)c1ccc(N2CCN(Cc3nc4ccccc4[nH]3)CC2)cc1,-18,107,35,0.0,-15,2,6,-9,105
CC(c1nnnn1C(C)(C)C)N(Cc1cccnc1)Cc1ccccc1Cl (stereo unspecified),-26,111,-15,-2.2,12,6,-3,4,110
Cc1cc(NC(=O)COC(=O)C2CCCN2C(=O)c2cccs2)no1 (stereo unspecified),-6,102,-30,-1.4,20,1,-3,-11,103
Cc1ccc(-c2c[n+](CC(=O)Nc3nc(-c4ccc(F)cc4)cs3)c3n2CCC3)cc1,44*,226*,-8,-0.7,3,76*,2,-1,109
Cc1ccc2occ(C(c3nnnn3Cc3ccccc3)N3CCOCC3)c(=O)c2c1 (stereo unspecified),-9,100,-5,-0.2,-13,-2,-16,-4,99
Cc1cc2n(n1)C(c1cn(-c3ccccc3)nc1C)Nc1c(C)cccc1-2 (stereo unspecified),-3,98,1,-1.4,7,4,4,-5,86
Cc1cc(NCCCn2ccnc2)n2c(nc3ccccc32)c1C#N,9,114,14,0.3,11,5,-7,-5,109
O=C(c1cc2cc(Cl)ccc2oc1=O)N1CCCC1,-5,93,1,-0.2,4,-2,0,-9,99
Cc1cc2oc(C(=O)NCc3ccc(S(N)(=O)=O)cc3)c(C)c2cc1C,-12,104,-17,-0.2,12,-1,-15,6,107
